# Screening data deposited in PubChem by several laboratories.
# CHRM5 antagonist: CHRM5 antagonism in calcium assay | CHO-hM5 cells, Fluo-8 calcium fluorescence, ACh EC80 | inhibition, % at 3 µM | 360,000 tested, 0.59% active;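 active means inhibition above a per-plate cutoff, the mean of that plate's test compounds plus 3 SD, cut at about 27% in these data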;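 further: 0% = acetylcholine EC80 with DMSO and 100% = DMSO without agonist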
# Target sequence (P08912 whole entry, looked up): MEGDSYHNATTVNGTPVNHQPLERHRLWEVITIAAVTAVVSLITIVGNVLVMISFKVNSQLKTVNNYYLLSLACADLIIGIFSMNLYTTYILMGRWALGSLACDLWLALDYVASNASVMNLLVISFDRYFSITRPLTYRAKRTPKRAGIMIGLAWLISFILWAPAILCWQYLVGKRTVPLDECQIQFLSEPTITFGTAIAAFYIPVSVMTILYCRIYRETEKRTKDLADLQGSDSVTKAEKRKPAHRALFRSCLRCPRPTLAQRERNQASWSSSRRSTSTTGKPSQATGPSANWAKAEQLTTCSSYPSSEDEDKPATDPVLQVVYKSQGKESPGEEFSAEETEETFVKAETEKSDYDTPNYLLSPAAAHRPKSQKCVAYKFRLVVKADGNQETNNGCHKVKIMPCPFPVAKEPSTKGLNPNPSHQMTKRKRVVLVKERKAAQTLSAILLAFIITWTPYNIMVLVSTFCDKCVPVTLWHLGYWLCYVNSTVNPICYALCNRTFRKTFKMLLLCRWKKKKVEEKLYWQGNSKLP
# M4 PAM: CHRM4 positive allosteric modulation; CHO-K1 hM4/Gqi5, Fluo-8 calcium fluorescence, ACh EC20; 0% = ACh EC20, 100% = maximal ACh; AID 624126; P08173; 360,000 tested, 0.4% active; activation, % at 3 µM;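 active means activation above its plate's cutoff, the mean activation of sample wells plus 3 SD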; further: some results filed as inactive read as strong as hits
# Target sequence (P08173 whole entry, looked up): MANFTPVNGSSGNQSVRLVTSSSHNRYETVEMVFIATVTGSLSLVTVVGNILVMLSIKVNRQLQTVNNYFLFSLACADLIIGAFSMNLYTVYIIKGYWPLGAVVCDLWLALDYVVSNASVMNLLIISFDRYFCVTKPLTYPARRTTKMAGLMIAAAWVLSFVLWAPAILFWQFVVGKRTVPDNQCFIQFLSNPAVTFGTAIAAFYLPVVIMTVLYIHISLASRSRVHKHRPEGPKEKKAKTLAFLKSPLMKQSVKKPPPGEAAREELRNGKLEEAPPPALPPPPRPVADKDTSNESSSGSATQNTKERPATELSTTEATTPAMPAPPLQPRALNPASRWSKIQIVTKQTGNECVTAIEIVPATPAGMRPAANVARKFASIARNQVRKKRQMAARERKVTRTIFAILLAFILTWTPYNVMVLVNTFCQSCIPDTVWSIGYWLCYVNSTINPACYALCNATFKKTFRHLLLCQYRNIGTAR
# M4 antag: blocks acetylcholine activation of human M4 receptor; inhibition, % at 3 µM; CHO-hM4 cells, ACh EC80, Fluo-8 calcium fluorescence; 360,000 tested, 0.73% active;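 active means inhibition above its plate's cutoff, the mean inhibition of sample wells plus 3 SD, cut at about 27% in these data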;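 further: 0% = acetylcholine EC80 with DMSO and 100% = DMSO without agonist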
# CHRM5 PAM: positive allosteric modulators of human muscarinic M5 receptor. 360,000 tested, 0.3% active. activation, % at 3 µM. AID 624038. CHO-K1 hM5, Fluo-8 calcium, ACh EC20 PAM; 0% = ACh EC20, 100% = ACh EC100. P08912;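 active means activation above the run cutoff, the mean activation of all test compounds plus 3 SD, cut at about 18% in these data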
#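 Assay system: CHO-K1 hM5 cells / Incubation: Fluo-8 loading 80 min at 37 °C plus 30 min room temperature / Technique: Fluo-8 calcium dye fluorescence, kinetic read / Repeats: single replicate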
# CRFBP-R2 agonist: CRF-BP/CRF-R2 complex agonism; AID 588473; activation, % at 13.2 µM; HEK293 CRF-R2/CRF-BP, calcium dye fluorescence (FLIPR); percent of saturating CRF peptide response; 350,000 tested, 0.46% active;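 active means activation of at least 50%, plus an integration ratio under a set limit after plate pattern correction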;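 further: plate controls were neutral control wells without compound for no effect and CRF at EC100 for full effect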
# M4 ag: CHRM4 agonism in calcium assay; P08173; CHO-K1 hM4/Gqi5, Fluo-8 calcium fluorescence; vehicle 0%, full acetylcholine response 100%; activation, % at 3 µM; 360,000 tested, 0.14% active;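 active means activation above the run mean over all test wells plus 3 SD, cut at about 32% in these data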;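 further: peak over basal fluorescence ratio per well then scaled between controls; 0% = DMSO wells and 100% = acetylcholine at EC100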
# IDE cell inh: inhibitors of human insulin-degrading enzyme in cells; HEK cells, FAbetaB cleavage, fluorescence polarization; inhibition, % at 5.59 µM; 320,000 tested, 0.41% active;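 active means percent inhibition above the average of all tested compounds plus 3 SD, set per screening campaign, cut at about 16% in these data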;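 further: IDE supplied by intact live HEK cells; FP after avidin binding of uncleaved biotin substrate so inhibition keeps polarization high; 0% = DMSO wells and 100% = 60 µM reference IDE inhibitor Ii1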
# CRFBP-R2 block: antagonists of CRF-binding protein/CRF-R2 receptor complex. inhibition, % at 11.8 µM. 350,000 tested, 0.59% active. AID 588475. HEK293 CRF-R2/CRF-BP, CRF-induced calcium fluorescence;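 active means inhibition of the ligand-induced calcium signal above about 50% at the single tested concentration, limit read from the data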
# CHRM5 agonist: agonists of human muscarinic M5 receptor (CHRM5) | CHO-K1 hM5 cells, Fluo-8 calcium fluorescence; 0% DMSO wells, 100% maximal acetylcholine response | activation, % at 3 µM | 360,000 tested, 0.19% active;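 active means activation above the run's mean over test compounds plus 3 SD, cut at about 23% in these data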;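 further: signal is peak over basal fluorescence ratio across the kinetic read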
# * hit, by the source's call; / = no result given; & = joins results of further samples.
SMILES,CHRM5 antagonist,M4 PAM,M4 antag,CHRM5 PAM,CRFBP-R2 agonist,M4 ag,IDE cell inh,CRFBP-R2 block,CHRM5 agonist
CC1(Cc2cccc(C(F)(F)F)c2)C(=O)Nc2c(Cl)ccc(Cl)c21 (configuration not stated),4,-4,3,-5,/,-2,/,/,-1
O=C(Nc1ccc(NC(=O)c2cccs2)cc1)c1ccc(Br)o1,6,3,8,0,1.4,3,8,-15,-1
CC1CCN(C(=S)SCc2nc(N)nc(Nc3ccccc3)n2)CC1,-5,1,-8,2,-4.8,9,-3,-17,1
O=C(O)c1ccccc1OCCOCCOc1ccccc1C(=O)O,0,7,-10,-1,0.0,1,0,-5,2
O=C(NCCOc1ccccc1F)C1CC(=O)N(Cc2ccccc2)C1 (configuration not stated),1,3,-5,7,-2.2,1,3,20,2
O=C1c2ccccc2C(c2nnnn2Cc2ccccc2)N1Cc1cccnc1 (configuration not stated),-4,3,-1,3,/,2,/,/,2
COc1ccc(-n2c(SCC(=O)NCc3ccco3)nc3sc4c(c3c2=O)CCN(C)C4)cc1,6,4,-4,1,0.9,2,6,-2,-3
O=C(O)C1C(c2ccccc2)c2ccccc2C(O)C1CO (configuration not stated),-12,8,-23,2,0.5,2,/,-1,3
COC(=O)C1=C(C)N(C)C(=S)NC1c1c(OC)ccc2ccccc12 (configuration not stated),9,1,-2,5,-4.4,6,-3,-6,1
CC1(c2nnc(-c3cccc(Cl)c3)o2)CC(c2ccccc2)=NO1 (configuration not stated),11,3,0,4,7.2,2,6,-3,-3
COc1ccc(Br)cc1/C=N/NC(=O)c1cccc(S(=O)(=O)N2CCOCC2)c1,6,-5,-11,-12,5.6,15,0,-6,-5
Cc1ccc(C(=O)Nc2ccccc2C(=O)NCc2ccco2)cc1,4,-2,9,-4,-4.8,5,3,10,-4
O=C(/C(N=Nc1cccc([N+](=O)[O-])c1)=C(/O)c1ccc(Br)cc1)C(F)(F)F,24,-16,37*,-20,/,17,-6,/,4
Cc1ccc(-n2ncc3c(=O)[nH]c(SC(C)C)nc32)cc1,0,3,-14,-6,2.1,3,-1,-9,-1
COc1ccc(/C=C/c2onc(C)c2S(=O)(=O)N2CCC(C(=O)N3CCCCCC3)CC2)cc1,8,-2,-2,-5,4.7,6,-2,-8,-1
Cc1ccc(-n2nnnc2SCC(=O)Nc2sccc2C#N)cc1,9,-12,-2,-11,-1.3,10,0,-12,5
N#CCCN(Cc1cccs1)C(=O)Nc1ccccc1,7,-9,-2,2,-0.7,0,8,-12,-3
CC(=O)C1C(c2ccc(F)cc2)C2C(C)=NN=C2CC1(C)O (configuration not stated),-5,-9,2,-5,3.2,1,-2,3,-2
CCOC(=O)N1CCN(C(=O)c2cc(OCC)c(OCC)c(OCC)c2)CC1,6,-5,-1,-4,-0.5,0,-1,2,-5
COc1cc(S(=O)(=O)N2CCOCC2)ccc1NC(=O)COc1ccc(N(C)S(=O)(=O)c2ccc(C)cc2)cc1,8,-13,12,-6,1.4,5,1,-9,-2

# An excerpt from the list above:
SMILES,CHRM5 antagonist,M4 PAM,M4 antag,CHRM5 PAM,CRFBP-R2 agonist,M4 ag,IDE cell inh,CRFBP-R2 block,CHRM5 agonist
CC1(Cc2cccc(C(F)(F)F)c2)C(=O)Nc2c(Cl)ccc(Cl)c21 (configuration not stated),4,-4,3,-5,/,-2,/,/,-1
O=C(Nc1ccc(NC(=O)c2cccs2)cc1)c1ccc(Br)o1,6,3,8,0,1.4,3,8,-15,-1
CC1CCN(C(=S)SCc2nc(N)nc(Nc3ccccc3)n2)CC1,-5,1,-8,2,-4.8,9,-3,-17,1

# Carrying on.
SMILES,CHRM5 antagonist,M4 PAM,M4 antag,CHRM5 PAM,CRFBP-R2 agonist,M4 ag,IDE cell inh,CRFBP-R2 block,CHRM5 agonist
COc1ccc2c(Cl)c(-c3nnc(SCC(N)=O)n3C)sc2c1,1,0,-9,0,-1.0,3,1,13,2
O=C(NC1CCCCC1)c1ccc2ccccc2c1O,6,-1,-17,-8,1.2,-1,/,-21,-1
O=C(Cn1c(=O)n(-c2cccc(C(F)(F)F)c2)c(=O)c2sccc21)NCC1CCCO1 (configuration not stated),14,2,3,-4,0.8,1,-2,4,-2
Cn1c2ccccc2c2cc(/C=N/NC(=O)c3ccc(N)cc3)ccc21,10,-6,4,-4,0.2,3,10,9,-1
O=C(NNS(=O)(=O)c1ccccc1)c1cccs1,-5,-2,3,2,0.8,1,-2,-4,-2
COc1ccc(OCC(O)Cn2c(=N)n(Cc3ccccc3)c3ccccc32)cc1 (configuration not stated),8,-9,-6,-4,3.0,14,13,-52,-3
N#CCCN(Cc1ccccc1)C(C(=O)NC1CCCCC1)c1cc2ccccc2o1 (configuration not stated),7,-12,1,-8,/,7,/,/,3
COc1ccc(C=C2SC(=S)N(CCCN3CCOCC3)C2=O)c(OC)c1,4,8,-20,0,6.3,3,/,1,-2
COc1cccc(C(NC(=O)c2ccccc2F)NC(=O)c2ccccc2F)c1,3,-4,10,-4,-1.2,5,-2,-2,2
CC(c1nnc(SCC(=O)c2c(N)n(C3CC3)c(=O)[nH]c2=O)n1-c1ccc(F)cc1)N(C)C (configuration not stated),6,5,8,-3,-0.1,1,7,1,0
COCCCNC(=O)Cn1cc(/C=C(\C#N)C(=O)NC2CCCC2)c2ccccc21,-15,-6,-25,-7,-5.3,5,4,7,4
Cc1nnc(SCC(N)=O)n1CC1CCCO1 (configuration not stated),3,3,-8,5,0.0,0,-1,10,-5
C[C@H](NC(=O)N1CCn2c1nc1ccccc12)C(=O)NCC1CCCO1 (some centres not stated),16,-5,6,-8,-1.2,-2,-1,-9,-4
CC1(C(=O)Nc2ccc3c(c2)OCCO3)CCN1Cc1ccc(-c2ccccn2)cc1 (configuration not stated),8,-2,-9,-6,/,6,/,/,0
COCCCNC(=O)c1c[nH]c2ccc(S(=O)(=O)N(C)c3ccccc3C)cc2c1=O,-12,-21,-30,7,-1.1,2,3,-3,-2
Cc1ccc(C(=O)NCc2nc3ccccc3[nH]2)o1,0,-1,0,-3,0.3,1,-2,-12,-3
CCSc1nc2c(c(=O)[nH]1)C(c1ccc(C)cc1)C1=C(CCCC1=O)N2 (configuration not stated),3,6,6,1,-0.6,2,2,5,-1
CCN(CC)S(=O)(=O)c1ccc(N2C(=O)Nc3ccccc3N2O)cc1,-1,-2,11,-3,-1.2,0,0,-9,-2
COc1ccc(C)cc1NC(=O)C(C)N1CCOCC1 (configuration not stated),7,-1,-1,0,0.8,0,-1,3,0
CC1CCCN(C(=O)C2CCN(S(=O)(=O)c3cccc4nonc34)CC2)C1 (configuration not stated),3,6,-5,-1,-0.1,3,5,13,0
Cc1nnc(SCC(=O)N(C)C2CCS(=O)(=O)C2)n1Cc1ccccc1 (configuration not stated),1,4,-5,3,-0.7,0,-1,0,2
COc1cccc(OC)c1OCCCNC1CCCC1,-7,-3,-9,16,-1.6,0,1,-4,-13
Cc1ccc(N(CC(O)COCc2ccco2)S(=O)(=O)c2ccc(C)cc2)cc1 (configuration not stated),1,-1,-9,3,1.6,0,10,1,-4
O=C1Cc2cccc3cccc1c23,-2,2,-6,-1,1.2,1,2,-7,0
Cc1cc(C)nc(NS(=O)(=O)c2ccc(NC(=O)Nc3ccccc3)cc2)n1,-10,4,-4,-2,0.6,1,5,-31,-3
COc1cc(C(=O)Nc2ccc3c(c2)OCO3)ccc1-n1cnnn1,10,2,6,-2,-1.6,-1,13,15,0
CCN(CC)c1ccc([N+](=O)[O-])cc1C(=O)O,1,0,1,0,1.3,0,0,22,-3
CCN1C(=O)[C@@H]2[C@H](C1=O)[C@@H]1C(=O)Nc3ccccc3C(=O)N1[C@@H]2c1cccc(Cl)c1,11,4,-1,-1,0.1,2,-2,7,1
O=C1CC(NNC(=O)c2cccc(F)c2)C(=O)N1 (configuration not stated),7,-12,2,-2,1.2,1,-1,-11,0
CC(C)(C)Oc1ccccc1Nc1nc(NCCO)nc(N2CCCC2)n1,-3,4,-7,1,-1.1,9,1,1,4
CCCCn1c(N)c(N(CC(C)C)C(=O)c2oc3ccc(Br)cc3c2C)c(=O)[nH]c1=O,2,4,-11,-3,-1.4,0,1,20,0
CCC(CC)C(=O)Nc1ccc(C(=O)Nc2cc(C)on2)cc1,10,-3,9,1,-2.0,1,-4,1,-4
Cc1ccc(Nc2ccc(S(=O)(=O)N3CCOCC3)cc2[N+](=O)[O-])cc1C,6,-6,-5,-14,2.5,2,-4,21,-5
O=C(c1cccc(C(F)(F)F)c1)C1CCCN(C(=O)CCc2cnccn2)C1 (configuration not stated),5,9,3,-5,1.2,3,-1,-1,0
Brc1ccc(-c2cn3c(n2)SCC3)cc1,-8,3,-10,-1,0.3,3,1,0,-2
c1csc(CNCCN2CCOCC2)c1,1,8,-2,-5,-2.2,1,3,8,0
COc1ccc(F)cc1COc1nc(C)nc2ccccc12,-9,1,-5,-4,0.0,3,-2,4,0
CC1(C)N=C(C(=O)c2ccccc2)N(O)C1(C)O (configuration not stated),-5,3,-3,4,-0.3,1,3,-3,2
Cc1ccc(C)c(OCc2nnc(NC(=O)c3ccco3)s2)c1,-2,3,-14,14,0.4,1,-4,-16,-6
CC1(C)CC(=O)C(C2=NC(C)(C)Cc3ccccc32)=C(O)C1,14,-2,-1,-9,-5.3,0,-1,20,2
C/C(N)=C(/C#N)C(=O)CSc1nnc(COc2ccccc2Cl)o1,6&6,8&-2,-23&-2,-3&-13,-2.0&-1.3,15&5,-1,1&-28,7&-2
COc1cc(-c2cc(C(=O)Nc3ccncc3)c3ccccc3n2)cc(OC)c1OC,16,-3,-2,-12,-0.5,22,6,15,8
O=C(NCc1ccccc1)C(c1ccccc1)n1c(=O)c(-c2ccco2)nc2ccccc21 (configuration not stated),4,2,-2,-1,/,5,/,/,1
Nc1cc2ccncc2c2ccccc12,7,-4,11,-1,1.4,2,3,-25,-2
CC1CCN(C(=O)c2cc3c(=O)n4ccccc4nc3s2)CC1,-6,9,-11,1,-0.6,3,3,0,-2
O=C(NO)C1CC2C=CC1C2 (configuration not stated),-5,7,-6,3,1.8,0,3,7,4
O=C1C2CC(O)CN2C(=S)N1Cc1ccccc1 (configuration not stated),-2,0,5,8,-1.3,1,-3,-3,0
Cc1cc(Cl)c(S(=O)(=O)NCc2ccncc2)cc1OCC(N)=O,-1,2,4,-1,1.0,1,0,-17,-1
O=C(N/N=C/c1ccc(Br)s1)c1cccnc1,-2,3,7,-2,0.6,1,1,20,2
Cc1ccc(S(=O)(=O)N2CCCOC2CNC(=O)C(=O)NCc2ccco2)cc1 (configuration not stated),-2,4,6,-3,0.5,1,2,27,-1

# Full records from above.
# COc1cc(-c2cc(C(=O)Nc3ccncc3)c3ccccc3n2)cc(OC)c1OC is entered as CHRM5 antagonist = 16; M4 PAM = -3; M4 antag = -2; CHRM5 PAM = -12; CRFBP-R2 agonist = -0.5; M4 ag = 22; IDE cell inh = 6; CRFBP-R2 block = 15; CHRM5 agonist = 8
# CC1CCN(C(=O)c2cc3c(=O)n4ccccc4nc3s2)CC1 is entered as CHRM5 antagonist = -6; M4 PAM = 9; M4 antag = -11; CHRM5 PAM = 1; CRFBP-R2 agonist = -0.6; M4 ag = 3; IDE cell inh = 3; CRFBP-R2 block = 0; CHRM5 agonist = -2
